PolyA inhibitor: blocks polyadenylation in yeast reporter cells. 0.02% of 300,000 active. calls only at 12 µM. S. cerevisiae SKY197-pL101 polyadenylation reporter, beta-gal luminescence; efflux-impaired pdr1/pdr3 knockout yeast; score 100 = 6 SD above DMSO;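 active = lowest replicate activity score at least 50, where 100 means six control SD above control mean; inconclusive = lowest score under 50 but half or more replicates reach 50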;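 also: yeast exposed to compound for 9 h at 30 °C; higher score means more reporter readthrough which indicates perturbed polyadenylation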
HSP90 refold inh: HSP90 refolding inhibition in rabbit reticulocyte lysate; inhibition, % at 5.6 µM; 0.91% of 290,000 active; luciferase refolding luminescence, 3 h; AID 1789;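 active = inhibition above the screen-wide mean plus 3 SD, computed separately per campaign, cut at about 16% in these data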;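 also: 0% = DMSO wells and 100% = 60 µM geldanamycin wells; inhibitors lower the luminescence because luciferase stays unfolded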
Platelet DG rel: modulates dense granule release in human platelets; inhibition, %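 (compounds screened at 7.5 µM in platelet-rich plasma)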; 0.22% of 300,000 active; human platelet-rich plasma, SFLLRN dense granule ATP release, luminescence;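 active = mean replicate score, as percent of positive control, at or above 50; inconclusive = mean below 50 but at least one replicate at or above 50; inactive = mean and every replicate below 50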
Dyrk1A ADPGlo: Dyrk1A (rat) kinase inhibition; Q63470; inhibition, % at 12.5 µM; ADP-Glo luminescence, NFATc1 peptide; AID 504441; 0.43% of 310,000 active; in the data active = inhibition above about 50%;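 also: plate controls were vehicle with enzyme for no effect and no enzyme for full effect; many of its hits are not listed in these tables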
AI-2 QS modul: modulators of Vibrio harveyi AI-2 quorum sensing system | Vibrio harveyi JMH597 AI-2 luminescence/OD600 ratio, 9 h; hits give low values; strain lacks LuxN and CqsS sensors; 0 = neutral-control median | activity change, % at 7.5 µM | 0.4% of 300,000 active; in the data active = activity change below about -75%, passing the limit was not always enough; inconclusive = no clear call, values can overlap the other calls;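 also: luminescence divided by OD600 gain over 9 h not by final OD600 alone; inactives centre near 13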
HSF-1 act: increases HSF-1 driven luciferase reporter signal | activation, % at 9 µM | AID 504408 | NIH3T3-HGL HSF-1 luciferase reporter, MG132, 8 h; 100% = twice DMSO control signal | 1.7% of 300,000 active;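 active = mean replicate activation of at least 50% with a set share of replicates each reaching 50%; inconclusive = only one of those two conditions met; inactive = mean below 50% and too few replicates reaching it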;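 also: 0% = median of the neutral control wells and 100% = twice that signal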
GSK3beta inhib: inhibitors of human GSK3beta kinase; AID 2097; GST-GSK3beta kinase, ADP-Glo luminescence, 60 min; hits give low values; activity score (negative = inhibition), % at 10 µM; 0.038% of 300,000 active; P49841;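 active = more than half of replicate wells score below -50%, meaning over 50% inhibition versus plate controls; inconclusive = some replicates but at most half score below -50%; inactive = no replicate scores below -50%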;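 also: 0% = median DMSO wells and -100% = median GW8510 positive control wells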
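Test system: GST-tagged human GSK3beta kinase, cell-free; evaluation: activity score scaled between in-plate DMSO and GW8510 controls; measured by: ADP-Glo luminescence; incubation: 60 min reaction, RT; benchmarks: DMSO and 20 µM GW8510; reagent: peptide substrate plus 25 µM ATP (final); medium: Tris/MgCl2 kinase buffer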
HDAC3 inhib: human HDAC3 inhibition; O15379; recombinant HDAC3, fluorogenic peptide/trypsin coupled, fluorescence; inhibition, % at 8.3 µM; 0.15% of 320,000 active; in the data active = inhibition above about 26%, passing the limit was not always enough; inconclusive = no clear call, values can overlap the other calls
Target sequence (O15379 whole entry, looked up): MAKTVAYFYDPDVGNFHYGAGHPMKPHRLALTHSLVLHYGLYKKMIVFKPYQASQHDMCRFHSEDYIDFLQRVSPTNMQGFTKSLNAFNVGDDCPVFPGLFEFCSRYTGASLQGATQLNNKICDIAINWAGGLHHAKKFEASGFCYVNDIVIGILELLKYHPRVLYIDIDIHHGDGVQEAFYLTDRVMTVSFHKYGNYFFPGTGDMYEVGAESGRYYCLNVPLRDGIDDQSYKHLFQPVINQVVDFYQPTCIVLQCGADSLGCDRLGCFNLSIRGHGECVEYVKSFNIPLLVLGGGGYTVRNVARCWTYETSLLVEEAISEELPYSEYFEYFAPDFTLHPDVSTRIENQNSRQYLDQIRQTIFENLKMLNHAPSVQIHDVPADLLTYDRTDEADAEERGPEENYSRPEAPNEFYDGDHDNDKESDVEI
GSK3A inh: human GSK-3 alpha kinase inhibition; P49840; ADP-Glo luminescence, 60 min; inhibition, % at 10 µM; 0.1% of 320,000 active;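 in the data active = inhibition above about 50%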;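 also: GST-tagged GSK-3 alpha with peptide substrate and 25 µM ATP; 0% = DMSO neutral wells and 100% = GW8510 positive control wells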
Target sequence (P49840 whole entry, looked up): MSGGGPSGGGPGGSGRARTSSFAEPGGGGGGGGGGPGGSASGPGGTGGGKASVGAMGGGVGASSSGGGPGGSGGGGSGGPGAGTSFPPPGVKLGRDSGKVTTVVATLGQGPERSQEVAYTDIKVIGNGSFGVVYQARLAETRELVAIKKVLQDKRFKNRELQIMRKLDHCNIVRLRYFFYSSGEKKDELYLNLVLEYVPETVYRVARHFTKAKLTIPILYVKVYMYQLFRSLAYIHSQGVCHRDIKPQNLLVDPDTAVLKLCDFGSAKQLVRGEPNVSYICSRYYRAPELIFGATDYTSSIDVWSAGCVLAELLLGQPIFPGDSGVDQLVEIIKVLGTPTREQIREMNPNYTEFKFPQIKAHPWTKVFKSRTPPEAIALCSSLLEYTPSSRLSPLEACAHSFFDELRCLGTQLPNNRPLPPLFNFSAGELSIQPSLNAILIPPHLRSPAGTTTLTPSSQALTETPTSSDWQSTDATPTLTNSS
HSF1 inhib: HSF1 inhibition; NIH3T3-HGL HSE-luciferase, MG132-induced, luminescence 8 h; hits give low values; 0.77% of 300,000 active; AID 2098; activity change, negative = inhibition, % at 7.5 µM (by protocol);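 active = more than half of replicate wells show activity change below -50%, luminescence cut by over half; inconclusive = some wells, but at most half, below -50%; inactive = no replicate well below -50%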;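 also: luciferase reports HSF-1 transcriptional activity via heat shock element; 0% = median of DMSO wells and -100% = zero luminescence signal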
* = called active by the depositor; i = inactive; u = inconclusive; x = not tested or not shown. Only part of the results is shown. The share of hits here may be higher or lower than overall.

Molecule	PolyA inhibitor	HSP90 refold inh	Platelet DG rel	Dyrk1A ADPGlo	AI-2 QS modul	HSF-1 act	GSK3beta inhib	HDAC3 inhib	GSK3A inh	HSF1 inhib
CCCC(CCC)C(=O)OC[N+](C)(C)CCOC(=O)C(O)(c1ccccc1)C1CCCC1 (stereo not given)	i	2	-5	3	9	-8	1	2	7	0
CC1CCSP(=O)(Oc2ccccc2)O1 (stereo not given)	i	0	-4	9	4	-17	1	-5	-1	-2
O=C1NC(=O)N(Cc2ccc(F)cc2)C(=O)/C1=C\C=C\c1ccco1	i	2	-2	2	25	82*	3	9	1	43
O=P(Nc1cccnc1)(Oc1ccccc1)Oc1ccccc1	i	-5	-5	4	1	-33	-2	2	1	-14
CCCCSC1=NN1c1nc(N)nc(C)c1CC	i	-1	-3	7	12	30	2	1	-1	-1
c1ccc2c(c1)Sc1ccccc1N2CC1CN2CCC1CC2 (stereo not given)	i	2	1	-8	17	-1	1	2	4	-7
CC(=O)Nc1ccc(OC(=O)N(C)c2ccc(C)cc2)cc1	i	3	2	-10	-5	-10	-1	3	0	-4
COc1nc(C)nc(NC(=O)NS(=O)(=O)c2ccccc2Cl)n1	i	x	0	7	20	-6	3	4	4	-4
CC1(C(=O)O)CCCC2(C)c3cc(O)ccc3CCC12 (stereo not given)	i	x	6	x	14	5	3	4	-1	-7
O=C1NC(=O)C2(Cc3cc([N+](=O)[O-])ccc3N3CCN(C(=O)c4ccccc4)CC32)C(=O)N1 (stereo not given)	i	-1	-1	-2	x	-21	x	2	-1	-4
CN(C)c1ccc(CCN2CCOCC2)cc1	i	x	3	0	2	-16	-1	-8	-1	4
CC(C)Oc1cccc(NC(=O)c2cccn(Cc3ccc4c(c3)OC(F)(F)O4)c2=O)c1	i	0	-5	3	15	37	3	34*	-3	25
CN(Cc1ccccc1)C(=C(Cl)Cl)/C(=C1/NCCN1Cc1ccc(Cl)nc1)[N+](=O)[O-]	i	1	-4	-2	7	4	3	2	-4	1
Nc1c2c(nc3sc4c(c13)CCCC4)CCCC2	i	-2	-1	0	18	37	0	-5	-1	26
C=CCn1c(O)c(C(CC)=NC(C)c2ccccc2)c(=O)[nH]c1=O (stereo not given)	i	2	9	-7	3	33	4	1	1	24
COC(=O)C1=C(c2cc3ccccc3s2)C[C@@H]2CC[C@H]1N2C(=O)N1CCOCC1	i	x	2	11	-9	-15	0	-2	-1	-6
CCCC12CN3CN(C1)CC(CCC)(C3)C2O (stereo not given)	i	3	x	-2	19	x	2	3	-2	x
CCOC(=O)C1CCN(/C=C2/C(=O)NC(=O)N(Cc3ccco3)C2=O)CC1	i	7	-7	0	-9	5	3	-5	-2	-3
Fc1ccccc1CNCCc1c[nH]c2ccccc12	i	-7	-2	-3	7	-49	-1	u	1	-40
Cc1cc(=O)[nH]c(CCl)n1	i	-2	1	-1	6	-54	-1	8	-1	-40
O=C(COC(=O)Cc1ccccc1)Nc1cc(S(=O)(=O)N2CCOCC2)ccc1N1CCCC1	i	-5	-14	-4	35	11	2	4	-1	-4
c1ccc2c(CNC3CCCCCC3)c[nH]c2c1	x	5	x	-3	x	x	x	1	-3	x
COc1ccc(OC)c(N2Cc3ccccc3C2=N)c1	i	-1	-3	5	5	4	0	-1	3	-6
O=C1/C(=C\c2ccncc2)N2CCC1CC2	i	-2	9	x	34	-12	1	-6	-4	-9
CCCCn1c(O)c(/C=N/NC(=O)c2ccncc2)c(=O)[nH]c1=O	i	-1	-1	5	8	-6	2	3	4	-11
Cc1ccc(NC(=O)CN2C(=O)CN=C(c3ccccc3)c3cc(Cl)ccc32)cc1	i	-2	-3	6	21	14	0	x	x	4
CC(=O)OC1N=C(c2ccccc2)c2ccccc2NC1=O (stereo not given)	i	3	0	x	15	33	-1	2	-2	2
CCCCn1c(O)c(C(CC)=NCCCN(C)C)c(=O)[nH]c1=O	i	0	0	0	17	-7	-11	2	12	-4
CCCC(=O)NC(Oc1ccc(C(C)=O)cc1)C(Cl)(Cl)Cl (stereo not given)	i	4	4	-2	47	7	0	1	-1	8
CC(C)CN1CCN(Cc2ccc(C(F)(F)F)cc2)CC1CCO (stereo not given)	i	5	1	-3	5	-1	0	-8	-2	-6
O=C(N/N=C/c1c(O)n(C2CC2)c(=S)[nH]c1=O)c1ccccc1Cl	i	-1	-3	0	43	8	6	10	-1	1
Cn1c(O)c(C=NC2C(=O)C3(C)CCC2C3(C)C)c(=O)n(C)c1=O (stereo not given)	i	0	-9	1	13	-26	2	1	-1	-13
CCC(N)Cc1c[nH]c2ccccc12 (stereo not given)	i	-4	-4	-2	-1	-13	1	x	x	-4
OC(CN1CCC(c2c[nH]c3ccccc23)CC1)C(F)(F)F (stereo not given)	i	-3	3	-1	22	5	-2	0	-1	-1
CC(=NCc1cccnc1)c1c(O)n(Cc2ccccc2)c(=O)[nH]c1=O	i	2	-7	-1	18	6	2	-8	2	13
CC12CCC3C(CC=C4CC(O)CCC43C)C1C/C(=C\c1cccc(F)c1)C2=O (stereo not given)	i	1	-3	3	19	4	1	-4	-2	11
COc1cccc(-n2c(O)c(C=NCc3ccc4c(c3)OCO4)c(=O)[nH]c2=O)c1	i	1	-12	6	12	12	0	-2	12	-2
Cc1nc2ccccc2c(=O)n1-c1ccc([N+](=O)[O-])cc1	i	3	-1	-2	-7	8	-3	-4	-2	-3
Fc1ccc(C2=CCN(C(c3ccc(Cl)cc3)c3nnnn3Cc3ccccc3)CC2)cc1 (stereo not given)	i	2	-7	3	1	2	-14	-3	-2	-5
CCn1ccnc1CN1CCCC(C(=O)c2cc(F)ccc2OC)C1 (stereo not given)	i	2	-3	-1	10	2	-2	-7	-2	5
c1ccc(C2N3CCCN23)cc1 (stereo not given)	i	-2	-2	0	-2	14	-8	4	-2	2
CC12CN3CC(C)(CN(C1)C31CCOCC1)C2=O	i	-3	-26	5	3	-12	-5	5	11	-3
COc1ccc(CNC(C)Cc2cccs2)cc1 (stereo not given)	i	-2	-5	x	7	-4	5	-5	0	1
CCC(=NCc1ccco1)c1c(O)n(-c2ccccc2C)c(=O)[nH]c1=O	i	1	1	-16	26	-9	-2	3	0	-1
CC1(C)CN=C(Nc2ccc(F)c(Cl)c2)S1	i	-2	7	-4	22	9	2	4	-3	5
Cc1cc(=O)oc2c(C)c(OCC(=O)N3CCN(Cc4ccc5c(c4)OCO5)CC3)ccc12	i	-4	-1	-2	13	22	-2	-1	-4	3
CCOc1cc2c(cc1OCC)-n1cccc1C(c1cccc(F)c1F)NC2 (stereo not given)	i	-2	3	3	18	-4	0	-5	-3	-1
Cc1cc(S(=O)(=O)NC(C)C)ccc1OCC(=O)N1CCN(Cc2ccc3c(c2)OCO3)CC1	i	2	-2	5	12	31	-1	-1	0	-11
CN(C)C(Cc1ccc(C#N)cc1)C(=O)c1ccccc1 (stereo not given)	i	-1	9	3	14	27	1	0	1	19
CN(C)C(=O)Oc1ccc(OC(=O)c2ccccc2)cc1	i	0	32	-1	23	25	-7	19	1	19
COc1ccccc1CCNC1CCC(C(C)(C)C)CC1 (stereo not given)	i	2	-1	2	4	-7	-4	-2	-4	6
COC(=O)C1=C(c2cc3ccccc3s2)C[C@@H]2CC[C@H]1N2C(=O)NC1CCCCC1	i	x	4	10	5	-2	-1	4	-3	1
Fc1ccccc1N1CCN(Cc2ccc3c(c2)OCO3)CC1	x	-5	x	2	x	x	x	6	2	x
CC(=O)[C@H]1CC[C@H]2[C@@H]3CC[C@H]4C[C@H](O)CC[C@]4(C)[C@H]3C(=O)C[C@]12C	i	4	0	0	20	-2	3	1	1	1
COc1cccc(C(=O)C2CCCN(Cc3ccccn3)C2)c1 (stereo not given)	x	-4	-5	-2	3	-1	-1	-1	x	1
CCC(CC)NCc1c[nH]c2ccccc12	i	1	-13	-1	29	-1	1	-7	-41	1
COC(=O)C1=C(c2cc3ccccc3o2)C[C@@H]2CC[C@H]1N2C(=O)N1CCOCC1	i	x	1	-1	8	-2	0	0	1	-13
Nc1ccccc1C(=O)OCC(=O)Nc1ccc(Br)cc1F	i	1	3	-2	14	25	-6	-1	-2	10
CCCc1[nH]nc2c1C1(C(=O)N(Cc3ccccc3)c3ccccc31)C(C(=O)OC)=C(N)O2 (stereo not given)	i	2	0	-3	17	55*	0	4	-1	14
CC1(C)CC(=O)C2=C(C1)NC(=O)C21C(C(=O)OC(C)(C)C)=C(N)Oc2ccc(Br)cc21 (stereo not given)	i	-1	-6	3	-10	14	2	-9	-3	-2

The list continues:
Molecule	PolyA inhibitor	HSP90 refold inh	Platelet DG rel	Dyrk1A ADPGlo	AI-2 QS modul	HSF-1 act	GSK3beta inhib	HDAC3 inhib	GSK3A inh	HSF1 inhib
COc1ccc(CC(C)Nc2cccc(F)c2)cc1 (stereo not given)	i	0	2	x	16	-28	-5	-8	-3	-9
O=C(c1cccc(Cl)c1)C1CCCN(Cc2ccon2)C1 (stereo not given)	i	1	13	4	0	12	2	-3	-2	6
CC(=O)N(C1=NCCCS1)c1ccc(F)cc1	i	3	5	1	22	4	1	1	x	13
Cn1c(O)c(C(=Nc2ccc(F)cc2)c2ccccc2)c(=O)n(C)c1=O	i	0	5	x	11	17	1	6	1	-12
COc1cccc2cc(-c3cc(=O)oc4ccc(OC(=O)N(C)C)cc34)oc12	i	-8	3	-3	8	2	0	2	2	8
COC(=O)C1=CO[C@@H](C)[C@H]2CN3CC[C@]4(C(=O)Nc5ccccc54)[C@@H]3C[C@H]12	i	x	1	2	-4	12	1	8	-2	-1
COc1ccc(C2C(C(=O)N3CCC4(CC3)OCCO4)c3cc(OC)c(OC)cc3C(=O)N2C)cc1 (stereo not given)	i	1	7	-11	25	-2	0	10	-2	-8
Cc1ccc2cc3cc(C(=O)N4CCC5(CC4)OCCO5)oc3nc2c1	i	0	3	x	19	1	1	8	1	-1
COc1ccc(-c2cc(C(F)(F)F)n3nc(C(=O)N4CCC5(CC4)OCCO5)cc3n2)cc1OC	i	1	7	4	21	7	0	-1	1	-5
O=C1NC(=S)NC(=O)C12C(c1ccc(F)cc1)NC(=S)NC2c1ccc(F)cc1 (stereo not given)	i	5	-5	-1	10	25	8	9	-8	-1
O=C1c2ccccc2C2(c3ccc(Cl)cc3)NCCN12 (stereo not given)	i	5	1	-7	6	-6	3	1	4	5

Compound activity: PubChem BioAssay, several laboratories
